PP1 counter = PP1-alpha phosphatase inhibitors, primary screen, counter-screen for PP5 inhibitor project, biochemical, fluorescence, OMFP substrate, single point. purified PP1alpha. 320,000 compounds, 0.9% hits. inhibition, % at 6.7 µM. Serine/threonine-protein phosphatase PP1-alpha catalytic subunit (Homo sapiens), P62136. AID 2235, 2010;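 active = inhibition above the mean inhibition of all tested compounds plus 3 SD, computed separately for each screening campaign, cut at about 15% in these data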
JMJD2C inh = inhibitors of GASC-1 histone demethylase, primary screen, biochemical, fluorescence, DELFIA europium; Lysine-specific demethylase 4C (Homo sapiens), Q9H3R0; GST-JMJD2C(1-420) H3K9me3 demethylation; inhibition, % at 2.35 µM; 330,000 compounds, 0.069% hits; AID 2099, 2009;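 active = more than half of a compound's replicate wells show inhibition beyond 50%, single wells judged on their own value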;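 note: signal counts dimethyl H3K9 product captured on neutravidin plate; 0% = median of DMSO wells and 100% = 0.3 times that DMSO median; strong numbers were not always called active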
Target sequence (Q9H3R0 1-420 limits assumed): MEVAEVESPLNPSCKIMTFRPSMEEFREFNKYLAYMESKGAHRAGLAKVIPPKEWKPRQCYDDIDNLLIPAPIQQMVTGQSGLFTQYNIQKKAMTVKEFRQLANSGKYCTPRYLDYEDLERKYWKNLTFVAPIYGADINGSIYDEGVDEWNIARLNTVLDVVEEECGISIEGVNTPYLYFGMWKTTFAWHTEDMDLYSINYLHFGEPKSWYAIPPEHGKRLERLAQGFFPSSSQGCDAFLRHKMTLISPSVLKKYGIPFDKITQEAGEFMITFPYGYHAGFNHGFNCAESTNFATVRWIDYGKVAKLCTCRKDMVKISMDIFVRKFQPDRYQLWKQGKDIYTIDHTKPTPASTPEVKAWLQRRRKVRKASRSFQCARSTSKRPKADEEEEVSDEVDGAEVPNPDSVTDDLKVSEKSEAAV
Fh CTSL1 inh = Fasciola hepatica cathepsin L1 inhibitors, primary screen, counter-screen for PFM18AAP inhibitor project, biochemical, QFRET, fluorogenic peptide substrate | 300,000 compounds, 0.49% hits | recombinant F. hepatica cathepsin L1, Z-Leu-Arg-MCA fluorescence | AID 1906, 2009 | inhibition, % at 5.96 µM;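 active = inhibition above the mean of all tested compounds plus 3 SD, set per screening campaign, cut at about 17% in these data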;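 note: 0% = plate median of test compound wells and 100% = 1 µM Z-Phe-Ala-diazomethylketone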
procasp3 activ = activators of human procaspase-3 D3A mutant, primary screen, biochemical, absorbance, PC-3 D3A mutant, single concentration; Caspase-3 (Homo sapiens), P42574; recombinant procaspase-3 D3A, Ac-DEVD-pNA absorbance 405 nm; activation, % at 8.5 µM; 330,000 compounds, 0.11% hits; AID 463141, 2010;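 active = activation above the mean of all tested compounds plus 3 SD, cut at about 21% in these data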;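 note: 0% = DMSO alone and 100% = DMSO wells spiked with extra 5 µM PC-3 D3A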
Target sequence (P42574 whole entry D9A/D28A/D175A): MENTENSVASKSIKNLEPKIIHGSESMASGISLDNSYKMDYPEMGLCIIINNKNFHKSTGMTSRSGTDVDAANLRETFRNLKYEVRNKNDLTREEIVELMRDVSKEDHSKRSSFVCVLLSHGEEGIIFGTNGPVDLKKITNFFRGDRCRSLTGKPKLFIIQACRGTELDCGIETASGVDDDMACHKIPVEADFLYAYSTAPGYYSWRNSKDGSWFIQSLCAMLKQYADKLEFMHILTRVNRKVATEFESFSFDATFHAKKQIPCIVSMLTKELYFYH
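Evaluation: percent activation relative to control range; Material: Procaspase-3 D3A mutant, all three cleavage aspartates alanine; Compound: single dose, 8.5 µM nominal compound, 0.8% DMSO; Replication: one well per compound; Signal: absorbance at 405 nm, 0 and 120 min; Schedule: 1 h preincubation plus 2 h reaction at 25 °C.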
PP5 inh = PP5 phosphatase inhibitors, primary screen, biochemical, fluorescence. purified PP5c, OMFP substrate fluorescence. AID 1987, 2009. inhibition, % at 6.7 µM. 320,000 compounds, 0.18% hits;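 active = inhibition above the campaign's mean inhibition across all tested compounds plus 3 SD, cut at about 9.5% in these data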;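 note: 0% = DMSO only and 100% = 100 µM cantharidin control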
procasp7 counter = procaspase-7 activators, primary screen, counter-screen for procaspase-3 activator project, biochemical, absorbance, HTS, human; recombinant procaspase-7, Ac-DEVD-pNA absorbance 405 nm; D23A/D198A/D206A triple mutant, cannot self-cleave; scale: DMSO 0, 5 µM enzyme 100; activation, % at 8.5 µM; 330,000 compounds, 0.093% hits; Caspase-7 (Homo sapiens), P55210;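 active = percent activation above the screen-wide mean plus 3 SD, cut at about 25% in these data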
Target sequence (P55210 whole entry D23A/D198A/D206A): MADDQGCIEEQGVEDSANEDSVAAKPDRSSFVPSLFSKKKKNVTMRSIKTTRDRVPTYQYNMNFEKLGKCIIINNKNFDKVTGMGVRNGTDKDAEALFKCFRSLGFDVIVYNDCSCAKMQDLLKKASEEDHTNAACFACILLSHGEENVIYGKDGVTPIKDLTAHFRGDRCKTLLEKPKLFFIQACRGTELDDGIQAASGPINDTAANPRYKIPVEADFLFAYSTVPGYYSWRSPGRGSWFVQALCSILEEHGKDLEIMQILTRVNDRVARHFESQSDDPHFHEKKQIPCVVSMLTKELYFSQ
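Assay system – Uncleavable procaspase-7 mutant enzyme · Quantity – 2 µM procaspase-7 mutant as dispensed · Times – 1 h preincubation, 2 h reaction · Dosing – single nominal 8.5 µM compound dose, 0.8% DMSO final · Buffer or medium – Zinc-free 50 mM HEPES buffer, pH 7.4, with NaCl and Triton X-100 · Detection – Epi-absorbance of released pNA at 405 nm, two timepoints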
GRK2 aptamer HTS = compounds blocking aptamer binding on GRK2 – biochemical, human GRK2, bead flow cytometry, HTS, primary screen | FAM-aptamer displacement from GRK2 | 330,000 compounds, 0.59% hits | Beta-adrenergic receptor kinase 1 (Homo sapiens), P25098 | inhibition of aptamer binding, % at 10 µM;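 active = inhibition of aptamer binding above 40%, roughly 3 SD of noise, on plates passing a quality check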;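 note: median bead fluorescence of bound FAM aptamer so fluorescent compounds give negative values; no value below 0 was filed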
HCV core dimer = inhibitors of HCV core protein dimerization, primary screen, biochemical, TR-FRET, high-throughput; TR-FRET GST/Flag-core106 dimerization, 1536-well; inhibition, % at 5 µM; 300,000 compounds, 0.33% hits;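 active = inhibition above the mean of all tested compounds plus 3 SD, set per screening campaign, cut at about 45% in these data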
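Assay system: tagged HCV core106 pair (GST and Flag); medium: KF-containing HEPES buffer, pH 7.45, DTT, CHAPS, BSA; also added: Eu donor and XL665 acceptor anti-tag antibodies; dosing: 5 µM single dose; timing: compound-protein-antibody incubation 4 h at 22.5 °C; signal: TR-FRET 671 and 617 nm emission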
VLA-4 inh = inhibition in human VLA-4 binding assay, primary screen, VLA-4 allosteric modulator project, MLPCN library, flow cytometry, VLA-4 expressing cells; ligand binding flow cytometry; inhibition, % (about 7 µM as worked out from the volumes in the protocol); Integrin alpha-4 (Homo sapiens), P13612; 330,000 compounds, 0.2% hits; in the data active = inhibition above about 50%
Numbers without * were called inactive; x = no result given.

SMILES | PP1 counter | JMJD2C inh | Fh CTSL1 inh | procasp3 activ | PP5 inh | procasp7 counter | GRK2 aptamer HTS | HCV core dimer | VLA-4 inh
C[C@@H]1O[C@@H](O[C@H]2[C@H](O[C@H]3C[C@]4(C)C(C[C@@H](O)C5C([C@]6(C)CC[C@@H](C(C)(C)O)O6)CC[C@]54C)[C@@]4(C)CC[C@H](O)C(C)(C)C34)O[C@H](CO)[C@@H](O)[C@@H]2O)[C@H](O)[C@H](O)[C@H]1O (stereo partly drawn) | x | -2.4 | x | -7.2 | x | -2.9 | 7.0 | x | -6.3
CCn1c(C)nc2cc(C(=O)OCCC(F)(F)F)ccc21 | -3.8 | 1.2 | -0.6 | -1.7 | 3.5 | -9.6 | 0.0 | -0.3 | -10.4
COCCn1c(C)cc(/C=C2\NC(=S)N(C)C2=O)c1C | -1.2 | 1.5 | 1.1 | -3.0 | 1.6 | -6.3 | 0.0 | -2.1 | -16.4
Cc1noc(C)c1S(=O)(=O)Nc1ccccc1N1CCOCC1 | -6.5 | -7.1 | 6.0 | 2.4 | 2.3 | 3.1 | 0.0 | -0.8 | 20.5
CC(C)CCN=Cc1c(O)n(-c2ccccc2)c(=O)c2ccccc12 | -0.9 | -9.0 | -1.6 | 6.9 | 0.9 | -6.1 | 0.0 | 5.8 | 11.2
COc1cc(NC(=O)C2CC(=O)N(Cc3ccco3)C2)c(OC)cc1Cl (stereo not drawn) | -2.1 | -0.2 | x | 1.9 | 2.3 | 9.6 | 1.0 | x | 1.9
O=C(Nc1cccc(-c2cn3c(n2)SCC3)c1)c1ccc(Br)o1 | 6.9 | 6.6 | -5.2 | -1.2 | 2.4 | 0.3 | 0.0 | 6.7 | -3.7
COc1cc(CNCCc2ccccc2)ccc1OCC(=O)NC(C)(C)C | -2.5 | -6.3 | -1.1 | 2.7 | 0.6 | 5.2 | 3.0 | -3.4 | 3.0
COC(=O)CN(c1cc([N+](=O)[O-])ccc1OC)S(C)(=O)=O | 0.1 | 1.8 | -0.8 | 4.6 | 1.8 | 3.2 | 0.0 | -2.0 | -3.6
Cn1nc(-c2ccccc2)c(CSc2ccccc2Cl)c1Cl | -1.2 | -1.5 | 3.4 | 3.6 | -2.1 | -10.8 | 1.0 | 0.6 | -4.5
CCOC(=O)C1CCN(Cc2ccc(F)cc2)CC1 | 3.2 | 13.9 | 6.8 | -3.5 | 0.7 | -17.3 | 0.0 | 0.4 | -0.8
Cn1c(NC(=O)/C=C\c2ccccc2)cc(=O)n(C)c1=O | 1.4 | 4.1 | 4.0 | 3.1 | 0.0 | -13.5 | 0.0 | 0.1 | 15.0
O=S(=O)(Nc1cccc(-c2ccc3nncn3n2)c1)c1cccs1 | 0.3 | 3.3 | -1.7 | -0.5 | -0.5 | 7.0 | 0.0 | 1.9 | -0.3
Cc1ncc([N+](=O)[O-])n1CC(=O)Nc1ccc(F)cc1F | -2.7 | 1.9 | 5.6 | -0.3 | -0.9 | 3.9 | 0.0 | -2.3 | 3.1
O=C(c1cnccn1)N1CCCC(N2CCN(c3cccc(Cl)c3)CC2)C1 (stereo not drawn) | -2.4 | 0.9 | -0.1 | 12.5 | -0.5 | 12.8 | 1.0 | 1.4 | 14.3
Cc1ccc(C(C)NC(=O)c2cc(C)oc2C)cc1 (stereo not drawn) | 1.4 | -4.3 | 2.3 | -11.4 | 0.7 | 4.8 | 0.0 | -4.0 | 6.9
COc1ccccc1-n1c(C)nc2cc(C(=O)NCc3ccc4c(c3)OCO4)ccc21 | -7.4 | 13.4 | -4.3 | 0.9 | 1.3 | 0.8 | 4.0 | -1.8 | -2.7
CCCn1c(SCC(=O)NCc2ccc(F)cc2)n[nH]c1=O | -2.2 | 0.4 | -1.0 | -3.2 | -1.0 | 4.7 | 2.0 | -4.9 | 3.6
Cc1cccc(OCC(=O)Nc2ccncc2)c1C | 0.4 | 0.7 | -0.8 | 6.1 | 0.7 | 4.4 | 2.0 | -1.4 | 10.0
CN(Cc1ccccc1)S(=O)(=O)c1ccc2[nH]cc(C(=O)NCC3CCCO3)c(=O)c2c1 (stereo not drawn) | 8.1 | x | -1.0 | -4.3 | 2.7 | 12.9 | 45.0* | -2.7 | -9.3
Cc1ccc(CSCC(=O)N(C)CC(=O)Nc2cccc(F)c2)cc1 | 0.2 | -7.5 | 0.6 | -2.4 | 0.5 | 21.5 | 0.0 | 2.5 | 6.8
COc1cccc(NC(=O)c2ccc3c(O)c(S(=O)(=O)c4ccccc4)c(=O)[nH]c3c2)c1 | 2.0 | 54.3 | 5.8 | -7.7 | 1.0 | 5.6 | 4.0 | 12.6 | 16.4
CCN(CC)C(=O)c1sc(N2C(=O)Nc3ccccc3N2O)c(C(=O)OC)c1C | -3.1 | 2.6 | 1.7 | 1.1 | -1.8 | -2.8 | 3.0 | -4.3 | 4.5
COc1cc(/C=C2/SC(=O)NC2=O)ccc1OC(=O)c1ccco1 | -2.3 | -5.9 | 2.6 | 1.7 | 0.8 | 7.4 | 0.0 | 13.1 | -7.3
O=C(NCc1cccs1)c1cc(-c2ccccc2)nc2ccccc12 | 4.1 | -4.3 | -2.4 | 9.5 | 1.5 | 0.8 | 3.0 | 4.2 | -1.4
CCCCCC(=O)Nc1nc(C)c(-c2csc(Nc3ccccc3OCC)n2)s1 | 8.5 | 4.0 | 2.9 | -6.0 | 1.4 | -1.8 | x | 6.4 | x
Cc1csc2nc(O)c(C(=O)NC3CCCCC3)c(=O)n12 | -0.4 | 145.1 | -2.0 | 10.6 | -1.2 | 4.5 | 0.0 | 0.1 | 2.2
N#C/C(=N\Nc1ccc(F)cc1)C(=O)C1CC1 | 2.6 | -17.0 | -1.6 | -6.6 | 0.3 | 3.0 | 0.0 | 0.7 | -1.4
O=C(Nc1ccc(Cl)cn1)c1ccc(COc2ccccc2Br)o1 | -0.4 | -1.5 | 3.6 | 4.0 | 0.6 | 8.2 | 0.0 | 5.9 | -7.7
CCOc1ccc(NC(=O)CN(C)CC(=O)Nc2cccc(Cl)c2C)cc1OCC | -2.2 | 15.6 | 1.5 | 2.1 | 1.1 | 0.9 | 0.0 | 0.8 | 3.2
COc1ccc(Cl)cc1C(=O)Nc1cccc2ncccc12 | 3.0 | 70.6 | 4.3 | 5.5 | 3.5 | 2.4 | 1.0 | 6.9 | -22.1
OC(COc1ccc(Cl)cc1)CSc1ccccn1 (stereo not drawn) | 3.1 | -0.8 | -4.7 | 7.7 | 5.9 | 1.8 | 0.0 | 3.1 | 14.5
COc1cccc(CNC(=O)CCn2ccc3cc(S(=O)(=O)N4CCC(C)CC4)ccc32)c1 | 1.7 | -38.3 | 5.2 | -5.4 | 3.2 | -0.6 | 2.0 | -7.1 | -3.1
CCn1c2ccccc2c2cc(NC(=O)c3cccc([N+](=O)[O-])c3C)ccc21 | 5.0 | 10.4 | -0.1 | 8.0 | 3.7 | -5.7 | 1.0 | 9.9 | 15.3
CCOc1cc(N2CCOCC2)c(OCC)cc1NC(=O)COc1ccccc1[N+](=O)[O-] | -3.2 | -2.1 | -1.6 | 2.8 | 0.9 | 11.7 | 0.0 | -1.9 | 13.5
CO/N=C(/CS(=O)Cc1ccc(Cl)cc1)c1ccc(Cl)cc1 (stereo not drawn) | 0.7 | 3.1 | 0.9 | -8.9 | 2.6 | 2.4 | 1.0 | 0.0 | 16.8

Molecules from the list above with two or more sulfur atoms, in the order listed:
SMILES | PP1 counter | JMJD2C inh | Fh CTSL1 inh | procasp3 activ | PP5 inh | procasp7 counter | GRK2 aptamer HTS | HCV core dimer | VLA-4 inh
O=S(=O)(Nc1cccc(-c2ccc3nncn3n2)c1)c1cccs1 | 0.3 | 3.3 | -1.7 | -0.5 | -0.5 | 7.0 | 0.0 | 1.9 | -0.3
CCCCCC(=O)Nc1nc(C)c(-c2csc(Nc3ccccc3OCC)n2)s1 | 8.5 | 4.0 | 2.9 | -6.0 | 1.4 | -1.8 | x | 6.4 | x

(list continues)
SMILES | PP1 counter | JMJD2C inh | Fh CTSL1 inh | procasp3 activ | PP5 inh | procasp7 counter | GRK2 aptamer HTS | HCV core dimer | VLA-4 inh
O=C(O)CCCN1C(=O)/C(=C\c2ccc(-c3nc4ccccc4s3)o2)SC1=S | -4.6 | 3.2 | 2.6 | -16.1 | 2.5 | -25.9 | 13.0 | 12.2 | -3.6
Cc1ccc(NS(C)(=O)=O)c(C(=O)c2ccccc2)c1 | -2.0 | -2.4 | 4.3 | -8.3 | 0.0 | 3.7 | 0.0 | -1.1 | 6.7
COc1cc(CNc2ccc(S(N)(=O)=O)cc2)ccc1OCC(=O)NC1CCCCC1 | -2.9 | 4.1 | -2.5 | -1.8 | -0.1 | 4.6 | 0.0 | 0.8 | -3.1
COCCCNC(=O)CCCn1c(=O)c2ccccc2n(CC(=O)Nc2c(C)cc(C)cc2C)c1=O | -5.7 | -0.8 | 3.6 | 5.7 | -2.7 | 7.9 | 0.0 | -6.1 | -0.3
O=C(Nc1cc2c(cc1Br)OCCCO2)c1ccccc1 | 2.0 | 0.2 | -11.8 | 4.2 | 3.6 | 4.5 | 3.0 | -6.0 | 5.8
c1ccc(CNc2ncnc3sc4c(c23)CCC4)nc1 | 0.2 | 2.2 | 1.0 | -0.9 | 2.7 | 7.7 | 0.0 | 7.7 | -6.5
Cc1ccc(S(=O)(=O)Nc2ccc(S(=O)(=O)Nc3nccs3)cc2)cc1C | x | x | x | -8.0 | x | 11.1 | 3.0 | x | -1.1
CCOC(=O)C1CCCN(C(=S)Nc2ccc(Nc3ccccc3)cc2)C1 (stereo not drawn) | -1.0 | -0.2 | -2.8 | -12.2 | 3.5 | -13.5 | 1.0 | -3.2 | 4.9
O=C(/C=C/c1ccc(-c2ccccc2)cc1)NCc1cccnc1 | 0.6 | -3.6 | -1.2 | -1.2 | 4.6 | -0.9 | 0.0 | -18.1 | 1.7
COc1cc(CCc2ccc3c(c2)OCO3)oc(=O)c1 | 6.2 | 4.5 | -1.0 | 6.0 | 2.3 | -16.7 | 0.0 | -0.6 | -50.2
